CCR6 antag: CCR6 receptor antagonists, primary screen, cell-based, CHO-K1, luminescence, beta-arrestin, uHTS; C-C chemokine receptor type 6 (Homo sapiens), P51684; CHO-K1 CCR6 PathHunter beta-arrestin, CCL20-stimulated; inhibition, % at 20 µM; actives 0.49% (n = 340,000); AID 493098, 2011;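 active = compounds whose inhibition of the agonist-driven luminescence signal at 20 µM reaches about 50%, limit read from the data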;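 also: cells stimulated with CCL20 at 14 nM final; plate controls were DMSO with CCL20 for no effect and DMSO without agonist for full effect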
697 NFkB inh: inhibitors of PMA/ionomycin-induced NF-kB reporter, 697 cells, primary screen, B-cell NF-kB inhibitor project, cell-based, luminescence, uHTS; actives 0.33% (n = 330,000); 697 B-cell NF-kB luciferase reporter, 16 h; inhibition, % at 4 µM; in the data active = inhibition above about 35%
Jurkat NFkB inh: inhibitors of induced NF-kB luciferase reporter, primary screen, TCR NF-kB activation inhibitor project, cell-based, luminescence, uHTS | Jurkat, PMA/ionomycin-induced NF-kB luciferase reporter | inhibition, % at 4 µM | actives 0.53% (n = 330,000) | AID 435003, 2010
SENP8 block: SENP8 protease inhibitors, primary screen, biochemical, luminescence. inhibition, % at 10 µM. Sentrin-specific protease 8 (Homo sapiens), Q96LD8. purified SENP8, Z-RLRGG-aminoluciferin cleavage. actives 1.2% (n = 330,000). AID 2540, 2010
Target sequence (Q96LD8 whole entry, looked up): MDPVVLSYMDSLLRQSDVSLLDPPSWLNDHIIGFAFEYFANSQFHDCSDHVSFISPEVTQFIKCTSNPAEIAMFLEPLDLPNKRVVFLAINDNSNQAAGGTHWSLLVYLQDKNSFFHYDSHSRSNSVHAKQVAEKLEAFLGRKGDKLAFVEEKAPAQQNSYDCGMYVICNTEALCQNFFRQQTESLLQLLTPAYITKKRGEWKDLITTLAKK
Apaf1 inhib: inhibitors of human Apaf-1 apoptosome, primary screen, biochemical, DEVD-Rh110 fluorescence, uHTS | reconstituted apoptosome caspase-3 activity | AID 489030, 2010 | actives 0.71% (n = 330,000) | Apoptotic protease-activating factor 1 (Homo sapiens), O14727 | inhibition, % at 20 µM; active = inhibition of at least 40% at 20 µM;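 also: plate controls were DMSO wells for no effect and DEVD-CHO caspase inhibitor wells for full effect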
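Material: biochemical Apaf-1 apoptosome reconstitution. Medium: Hepes buffer, pH 7.5. Also added: cytochrome c activation, bis-DEVD rhodamine 110 substrate. Timing: 30 min compound preincubation, 50 min activation, room temperature. Measured by: rhodamine 110 fluorescence at Ex 480/Em 540 nm.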
EBI2 block: EBI2 receptor antagonists, beta-arrestin recruitment, primary screen, cell-based, luminescence, 7a,25-OHC stimulation, uHTS; 7a,25-OHC stimulated; inhibition, % at 5 µM; actives 0.81% (n = 360,000); G-protein coupled receptor 183 (Homo sapiens), P32249; in the data active = inhibition above about 38%;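 also: enzyme fragment complementation signal reports receptor beta-arrestin coupling in cells; 0% = agonist plus DMSO wells and 100% = wells without agonist; some results beyond the cut were filed as inactive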
Target sequence (P32249 whole entry, looked up, the tested form may be a part): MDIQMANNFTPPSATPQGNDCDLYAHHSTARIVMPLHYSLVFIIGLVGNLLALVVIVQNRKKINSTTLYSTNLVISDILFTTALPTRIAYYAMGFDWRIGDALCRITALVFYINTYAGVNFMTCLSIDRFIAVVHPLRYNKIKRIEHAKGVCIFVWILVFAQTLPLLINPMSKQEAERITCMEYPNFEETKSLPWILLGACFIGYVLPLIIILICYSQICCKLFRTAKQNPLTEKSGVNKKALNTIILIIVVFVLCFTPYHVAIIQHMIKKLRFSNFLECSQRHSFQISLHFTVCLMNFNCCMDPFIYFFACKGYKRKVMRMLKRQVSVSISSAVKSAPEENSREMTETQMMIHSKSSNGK
UBC13 inh: UBC13 polyubiquitin chain formation inhibitors, primary screen, biochemical, TR-FRET, uHTS; Ubiquitin-conjugating enzyme E2 N (Homo sapiens), P61088; inhibition, % at 20 µM; actives 0.47% (n = 330,000); AID 485273, 2010; in the data active = inhibition above about 45%, passing the limit was not always enough
Target sequence (P61088 whole entry, looked up): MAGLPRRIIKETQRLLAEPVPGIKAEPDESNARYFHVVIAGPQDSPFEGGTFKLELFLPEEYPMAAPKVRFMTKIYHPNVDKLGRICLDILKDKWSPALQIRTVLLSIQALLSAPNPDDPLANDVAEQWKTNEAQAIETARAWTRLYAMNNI
Gli-Sufu antag: Gli-Sufu pathway antagonists, primary screen, luciferase luminescence, Sufu-KO-LIGHT cells, uHTS | inhibition, % at 5 µM | Sufu-KO-LIGHT fibroblasts, Gli luciferase reporter luminescence | actives 0.74% (n = 340,000) | AID 588413, 2011;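 active = inhibition above about 55%, limit read from the data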;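 also: 0% = DMSO-treated cells and 100% = wells with medium but no cells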
The depositor's hits bear a star; / = not tested or not shown. Rule as the data show it, unless noted: active = inhibition above about 50%; inactive = the rest.

SMILES | CCR6 antag | 697 NFkB inh | Jurkat NFkB inh | SENP8 block | Apaf1 inhib | EBI2 block | UBC13 inh | Gli-Sufu antag
Cc1ccc(C(C)C)c2oc(=O)cc(-c3ccc(-c4ccc(C(F)(F)F)cc4)cc3)c12 | 10.0 | -6.9 | / | / | 27.2 | -11.0 | / | 34.4
Cc1cccc(C(=O)OCC(=O)N2CCCC2=O)c1O | 3.2 | -1.5 | -19.1 | -11.7 | 12.8 | 4.2 | -7.6 | 2.0
O=C(O)C1Cc2ccccc2CN1C(=O)CSc1nnc2ccccn12 (stereo not drawn) | 0.7 | 19.4 | 9.8 | -5.0 | -2.4 | -6.5 | 9.6 | -0.6
Cc1nnc(SCc2nc3sc4c(c3c(=O)[nH]2)CCCC4)[nH]c1=O | -5.4 | 3.6 | 5.4 | 3.1 | -22.3 | 16.2 | 1.8 | -1.1
O=C(NC12CCC(O)C(SC1)/C2=N/O)c1ccccc1 (stereo not drawn) | 7.2 | 9.3 | 2.4 | -10.4 | 2.7 | 6.7 | -3.1 | 7.0
O=C(Nc1ccc(S(=O)(=O)Nc2nccs2)cc1)/C(=C/c1ccccc1Cl)NC(=O)c1ccccc1 | 24.3 | 4.3 | 4.4 | 4.3 | 2.6 | -2.6 | -7.7 | 1.8
NS(=O)(=O)c1ccc(CCN2C(=O)CCC2=O)cc1 | -1.3 | 0.0 | -15.8 | -0.8 | 0.0 | 6.5 | 4.7 | 17.8
O=C(O)/C=C/C(=O)N1CCc2ccccc21 | 14.1 | 17.0 | -6.3 | -1.4 | -4.4 | -4.8 | 2.3 | -5.1
O=C(/C=C/c1ccccc1Cl)NCCCn1ccnc1 | 1.7 | -0.6 | -1.7 | -0.1 | 3.7 | -4.9 | 4.8 | -3.2
NS(=O)(=O)c1ccc(CCNC(=O)C2CCCN(S(=O)(=O)c3cccnc3)C2)cc1 (stereo not drawn) | 7.7 | 17.8 | 11.9 | 2.1 | -5.4 | -6.4 | -1.6 | -4.5
Cc1cccc(C)c1NC(=O)CSc1nc2c([nH]1)c(=O)n(C)c(=O)n2C | 6.1 | 8.8 | 28.9 | -4.8 | 4.7 | -14.8 | -1.0 | 4.4
COCCC(=O)N1CCC(Oc2ccc(C(=O)N3C[C@@H]4CCC[C@H]3C4)cc2)CC1 | 7.0 | -3.3 | -18.6 | -5.9 | 1.3 | 1.4 | -1.6 | -13.2
CC(=O)N1CCC(N2CCN(c3ccccc3F)CC2)CC1 | -5.8 | 15.2 | -14.8 | -5.0 | 1.4 | -9.7 | -7.6 | 2.7
O=C(NC(=S)Nc1ccc(S(=O)(=O)N2CCCCC2)cc1)c1ccccc1 | 42.0 | -32.4 | 7.3 | 2.2 | 11.2 | 36.4 | 0.6 | 11.5
CCn1cc([N+](=O)[O-])c(C(=O)Nc2ccn(Cc3ccccc3)n2)n1 | 9.7 | -3.8 | 4.5 | -15.5 | 0.7 | 2.8 | -14.2 | -2.6
Cc1cccc(NC(=O)N2CCC(NC(=O)C3CCCCC3)CC2)c1 | 2.8 | 10.6 | -4.8 | 0.6 | -1.0 | 2.8 | 2.7 | -0.8
CCCOC(=O)c1ccc(O)c(OC)c1 | -2.1 | 10.5 | 14.7 | -0.8 | -4.9 | -7.4 | 3.8 | 0.3
CC1CC(C)CN(S(=O)(=O)c2ccc(C(=O)N3CC(C)OC(C)C3)cc2)C1 (stereo not drawn) | 13.8 | 0.2 | 7.7 | -2.0 | -22.7 | -4.1 | 7.1 | -2.1
CC(C)N(Cc1nc(-c2ccccc2)no1)C(=O)C(C)(C)C | -5.8 | 4.8 | 3.7 | 2.4 | -7.4 | 4.2 | 3.9 | -12.3
CCOc1ccc(NC(=O)CCC(=O)NNC(=O)Nc2ccc(Cl)cc2)cc1 | 18.5 | -9.3 | -15.9 | -11.3 | 0.9 | 0.7 | -10.1 | -11.6
CCOCCCNC(=O)C(c1ccc(Cl)cc1)N(Cc1ccc2c(c1)OCO2)C(=O)CNC(C)=O (stereo not drawn) | 1.5 | -14.8 | -10.0 | 1.2 | -1.2 | -8.8 | -10.7 | -9.9
C[C@@H]1C=C(C(=O)NC2CC2)O[C@H](OCc2ccc(CO)cc2)C1 | 10.0 | -0.6 | -0.7 | -14.5 | 9.9 | -0.6 | -12.7 | -11.2
CC(C)c1ccccc1OCC(O)CN(CC(O)COc1cccc2ccccc12)C(C)C (stereo not drawn) | -5.1 | -9.5 | 14.6 | 0.8 | 57.3* | 0.1 | 10.8 | 12.2
COc1cccc(Oc2nc(-c3ccncc3)nc3ccccc23)c1 | 9.8 | -22.5 | 16.4 | -0.6 | 29.1 | 44.1* | -2.9 | -9.6
COC(=O)c1ccc(OCC(O)CN(CCO)CCO)cc1 (stereo not drawn) | 11.9 | -32.9 | -11.4 | -3.1 | 4.3 | -5.4 | -19.1 | -0.1
COc1cccc(C(=O)COC(=O)c2cccs2)c1 | 14.8 | 0.2 | 4.5 | 77.0* | 6.5 | -14.0 | 4.0 | -17.3
Cc1cc(OCCn2ccnc2)cc(C(C)C)c1 | 0.8 | -6.1 | 0.4 | -2.4 | -1.1 | 4.6 | 4.0 | 10.1
Cc1ccc(C)c(NC(=O)CN(C)C(=O)c2ccc(-c3ccc(Cl)cc3)o2)c1 | 7.6 | -8.0 | -5.9 | -15.4 | 25.8 | 5.7 | -2.1 | -4.8
O=C(Nc1cccc(C(=O)N2CCCCC2)c1)c1ccccc1Br | -1.7 | -26.5 | -21.4 | -1.5 | 9.8 | -4.4 | -9.0 | -10.2
CC1CC(C)(C)NC(=S)N1CCCC(=O)N1CCN(c2ccc(F)cc2)CC1 (stereo not drawn) | 8.5 | 4.6 | 9.9 | -4.7 | 4.7 | 1.7 | 4.6 | 0.6
CCOC(=O)N1CCN(CC(O)COc2ccccc2C(C)CC)CC1 (stereo not drawn) | 0.8 | -2.8 | -0.9 | 3.4 | -11.1 | 1.9 | 1.8 | 4.3
O=C(O)C1C2C=CC3(CN(Cc4ccccn4)C(=O)C13)O2 (stereo not drawn) | -7.3 | 9.2 | -5.1 | 5.5 | -0.3 | -6.9 | 4.4 | 0.6
COc1cccc(NC(=O)COC(=O)CCSc2ccccc2)c1 | 9.4 | 1.7 | -3.4 | 5.0 | -2.6 | 6.5 | 6.6 | -0.2
COc1ccc(/C=N/Nc2ncnc3c2[nH]c2ccc(C)cc23)c(OC)c1OC | 3.4 | -23.4 | -5.4 | -8.5 | -4.8 | 33.8 | 11.1 | 5.7
COc1ccc(NC(=O)CCNS(=O)(=O)c2ccc3[nH]c(=O)oc3c2)cc1Cl | 1.4 | 5.3 | 7.1 | 8.4 | -5.6 | -6.8 | 0.0 | -9.3
N#Cc1nc(-c2ccc(OCc3ccc(Cl)cc3)cc2)oc1N1CCC(C(N)=O)CC1 | 11.2 | -0.2 | 5.6 | -5.9 | -82.1 | -4.9 | 2.8 | 3.6
CN1CCN(NC(=O)CN2C(=O)/C(=C/c3ccccc3F)SC2=S)CC1 | / | -8.6 | -5.9 | -16.5 | 1.7 | / | -8.4 | /
COc1ccc(-n2c(SC3CCOC3=O)nc3ccccc3c2=O)cc1Cl (stereo not drawn) | 13.2 | 5.9 | -10.7 | 1.7 | -7.2 | 6.6 | 1.5 | -16.9
COc1cccc(-c2cc(C(=O)Nc3cccc(O)c3)no2)c1 | 8.5 | 1.5 | -162.1 | 94.0* | -6.2 | 4.0 | 5.7 | -63.5
Cc1cc(=O)[nH]c(N/N=C/c2c(C)nn(-c3ccccc3)c2Cl)n1 | 6.3 | 28.3 | 4.0 | -0.2 | -22.8 | 1.6 | 0.2 | 14.7
Fc1ccc(N2N=C(c3cccs3)CC2c2ccco2)c(F)c1 (stereo not drawn) | 5.9 | 2.7 | -3.5 | -4.9 | -9.6 | 21.7 | 21.1 | 29.8
Cc1ccc(Cl)cc1NC(=O)NCCN1CCCCC1 | 5.6 | 13.0 | 11.4 | -0.6 | -13.5 | 1.1 | 5.2 | -8.4
COc1ccc(OCCCNCCc2ccccc2)cc1 | -9.9 | 21.2 | -1.2 | 5.7 | 0.5 | -10.3 | -2.6 | 31.1
Cc1ccc(OCC(=O)Nc2ccc(S(=O)(=O)Nc3ccccn3)cc2)c(C)c1 | 22.4 | -2.8 | -6.5 | 1.9 | 7.3 | -14.9 | -6.0 | -5.3
CC1=C(CC(=O)O)c2cc(F)ccc2/C1=C\c1ccc(S(C)=O)cc1 (stereo not drawn) | 19.2 | 0.8 | 4.6 | 1.4 | -2.6 | -1.2 | -4.6 | 10.3

Part of the list above, with two lines to a compound:
Screens in order: CCR6 antag, 697 NFkB inh, Jurkat NFkB inh, SENP8 block, Apaf1 inhib, EBI2 block, UBC13 inh, Gli-Sufu antag
> COc1ccc(NC(=O)CCNS(=O)(=O)c2ccc3[nH]c(=O)oc3c2)cc1Cl
  1.4, 5.3, 7.1, 8.4, -5.6, -6.8, 0.0, -9.3
> COc1ccc(-n2c(SC3CCOC3=O)nc3ccccc3c2=O)cc1Cl (stereo not drawn)
  13.2, 5.9, -10.7, 1.7, -7.2, 6.6, 1.5, -16.9

Further compounds follow.
SMILES | CCR6 antag | 697 NFkB inh | Jurkat NFkB inh | SENP8 block | Apaf1 inhib | EBI2 block | UBC13 inh | Gli-Sufu antag
CCCCOc1ccc(C(=O)N/C(=C\c2cccc([N+](=O)[O-])c2)C(=O)OC(C)C)cc1 | 28.9 | -84.7 | -31.2 | -1.1 | 23.0 | 8.6 | -16.8 | -6.6
COc1ccccc1NC(=O)COc1ccc(/C=N/n2cnnc2)cc1OC | -1.5 | 8.5 | 0.8 | 5.9 | -19.2 | -8.5 | 26.0 | -6.3
CCOC(=O)C1(Cc2ccc(Cl)cc2)CCN(Cc2cnc(N)nc2)CC1 | 8.5 | -10.3 | -6.9 | -11.9 | 4.6 | -1.5 | -2.0 | 14.9
Cc1ccc2c(CNCc3ccccc3)cc(=O)oc2c1 | 2.5 | -14.9 | 38.9 | -2.4 | 4.7 | -0.7 | 0.4 | -5.0
CC(C)Cc1nnc(NC(=O)CCC(=O)NCCc2ccccc2)s1 | 13.4 | -31.5 | -27.1 | -7.0 | 8.8 | 6.9 | -5.8 | -0.3
O=C(O)C(O)(c1ccccc1)C(O)c1ccccc1 (stereo not drawn) | -4.4 | -37.5 | -25.2 | -2.9 | -11.6 | -10.4 | -17.7 | 1.7
CCCCC(=O)Nc1ccc(C(=O)Nc2cc(C(F)(F)F)ccc2Cl)cc1 | 3.0 | -31.2 | -36.6 | -7.6 | 37.6 | -3.2 | -15.0 | 5.2
Cc1ccc(C(=O)CSc2nnc(-c3ccccc3)n2-c2ccccc2)o1 | -13.8 | 6.8 | -6.5 | 0.6 | -8.8 | 12.2 | 7.0 | 4.7
O=C(Nc1ccccc1C(=O)Nc1ccc(Br)cn1)c1ccccc1Cl | 14.6 | 13.7 | 3.2 | -4.9 | 11.9 | -12.6 | 13.5 | -0.1
COCCNC(=O)c1ccc(CS(=O)(=O)c2ccccc2)o1 | 11.8 | 22.6 | 13.3 | 1.0 | -10.4 | 3.9 | -10.1 | 15.6

Complete entries, quoted from the list. Screens in order: CCR6 antag | 697 NFkB inh | Jurkat NFkB inh | SENP8 block | Apaf1 inhib | EBI2 block | UBC13 inh | Gli-Sufu antag
Record of Cc1ccc2c(CNCc3ccccc3)cc(=O)oc2c1 : 2.5 | -14.9 | 38.9 | -2.4 | 4.7 | -0.7 | 0.4 | -5.0
Record of COCCNC(=O)c1ccc(CS(=O)(=O)c2ccccc2)o1 : 11.8 | 22.6 | 13.3 | 1.0 | -10.4 | 3.9 | -10.1 | 15.6
Record of CC(C)Cc1nnc(NC(=O)CCC(=O)NCCc2ccccc2)s1 : 13.4 | -31.5 | -27.1 | -7.0 | 8.8 | 6.9 | -5.8 | -0.3

From PubChem

Not all compounds are listed. The share of hits here may be higher or lower than overall.
